High-throughput results from PubChem.
CYP2C9 inh – human CYP2C9 inhibition | CYP2C9 Supersomes, luciferin-H conversion, luminescence | inhibition, % at 5 µM | 96,000 tested, 20% active;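 active = blocking of liver enzyme CYP2C9 beyond about 50% at 5 µM, limit read from the data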; also: values of inactives mirror those of a sister screen read the other way
Target sequence (P11712 whole entry, looked up): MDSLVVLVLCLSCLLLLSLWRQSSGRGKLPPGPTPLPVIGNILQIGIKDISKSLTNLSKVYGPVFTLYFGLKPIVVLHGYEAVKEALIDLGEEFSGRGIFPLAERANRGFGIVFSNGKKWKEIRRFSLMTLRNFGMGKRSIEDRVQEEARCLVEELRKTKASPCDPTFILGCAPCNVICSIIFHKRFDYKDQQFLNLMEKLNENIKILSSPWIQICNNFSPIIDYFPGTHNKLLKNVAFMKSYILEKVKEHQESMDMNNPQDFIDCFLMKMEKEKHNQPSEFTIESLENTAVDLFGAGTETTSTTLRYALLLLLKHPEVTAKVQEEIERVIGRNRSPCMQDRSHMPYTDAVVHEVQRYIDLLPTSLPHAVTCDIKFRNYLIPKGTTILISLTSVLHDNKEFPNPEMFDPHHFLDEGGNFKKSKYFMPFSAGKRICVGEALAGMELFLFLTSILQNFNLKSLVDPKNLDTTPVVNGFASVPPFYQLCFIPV
DAT uptake mod – changed human dopamine transporter uptake under cocaine IC80; 110,000 tested, 1.3% active; Q01959; LLC-PK1 hDAT cells, [14C]-dopamine uptake with cocaine IC80; actives deviate in either direction; B-score at 10 µM; AID 449768;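 active = Z score or B-score, a plate-position-corrected score, falls beyond the plate's 99.7% confidence bounds, in either direction; inactive = both scores lie inside the 99.7% bounds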;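 also: scored against the spread of the other compound wells on the same plate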
CYP2C19 inhib – inhibitors of human CYP2C19 | P33261 | AID 778 | inhibition, % at 5 µM | 96,000 tested, 21% active | CYP2C19 Supersomes, luciferin-H EGE luminescence, 30 min;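 active = CYP2C19 inhibition above a set limit at 5 µM in the primary screen, cut at about 50% in these data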;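 also: plate controls were negative control wells for no effect and 2.5 mM tranylcypromine positive control for full effect; values of inactives mirror those of a sister screen read the other way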
Target sequence (P33261 whole entry, looked up): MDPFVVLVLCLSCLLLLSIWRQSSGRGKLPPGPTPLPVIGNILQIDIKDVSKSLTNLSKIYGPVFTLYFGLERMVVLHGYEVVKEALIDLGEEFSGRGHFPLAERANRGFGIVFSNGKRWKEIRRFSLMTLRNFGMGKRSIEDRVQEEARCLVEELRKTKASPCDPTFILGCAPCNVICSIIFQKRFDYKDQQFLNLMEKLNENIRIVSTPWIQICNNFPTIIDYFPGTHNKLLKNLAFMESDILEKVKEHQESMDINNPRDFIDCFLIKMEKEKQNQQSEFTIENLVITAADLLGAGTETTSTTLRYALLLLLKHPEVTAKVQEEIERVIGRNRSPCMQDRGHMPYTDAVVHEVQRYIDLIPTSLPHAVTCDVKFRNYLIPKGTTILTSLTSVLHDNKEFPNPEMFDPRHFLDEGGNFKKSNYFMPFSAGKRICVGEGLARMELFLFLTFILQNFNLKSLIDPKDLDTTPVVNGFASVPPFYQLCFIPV
Candida biofilm – kills Candida albicans biofilms; inhibition, % at 6 µM; 85,000 tested, 0.14% active; C. albicans biofilm + clotrimazole, Alamar Blue;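 active = inhibition above 20%; inactive = inhibition below 20%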;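 also: preformed 24 hr biofilms exposed to compound for 48 hr; 0% = biofilm without compound and 100% = blank killed by clotrimazole plus chlorhexidine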
VCAM1 TNFa inh – reduces TNF alpha induced VCAM1 expression in HUVEC | AID 802 | HUVEC TNFa-induced VCAM-1 immunofluorescence, high-content imaging | inhibition, % at 2 µM | 95,000 tested, 0.48% active;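 active = inhibition above the batch mean plus 3 SD, with images confirmed as a hit by eye, cut at about 37% in these data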;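 also: 0% = TNF-stimulated DMSO wells and 100% = unstimulated control wells; not every result past the cut was called active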
CYP2C9 activ – CYP2C9 (human) activation; 96,000 tested, 1.4% active; P11712; recombinant CYP2C9, luciferin-H conversion, luminescence; stronger effect = higher value; factor 1 = untreated enzyme, 0 = blocked; activation factor at 5 µM; AID 1024;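 active = activation factor of 2 or more for CYP2C9 at a 5 µM dose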;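 also: 0 = sulfaphenazole-blocked wells and 1 = vehicle-only wells; values of inactives mirror those of a sister screen read the other way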
TNFa cytotox – toxic to HUVEC cells under TNF alpha stimulation. HUVEC TNFalpha-stimulated, Hoechst cell count, imaging. cell count reduction, % at 2 µM. 93,000 tested, 0.17% active. AID 848;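 active = cell count reduction exceeding the screen mean by over 5 SD, scaled to untreated wells per plate, cut at about 78% in these data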;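 also: cells counted after 24 h of TNF alpha exposure following the 1 h pretreatment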
IL1B cytotox – HUVEC cytotoxicity counter-screen, IL-1B stimulated; HUVEC cell count loss, Hoechst imaging; cell count reduction, % at 2 µM; 94,000 tested, 0.41% active; AID 845;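 active = cell count reduction more than 3 SD above the screen-wide mean, cut at about 70% in these data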;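 also: normalized per plate to untreated control cells as the no-loss baseline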
CYP2C19 activ – cytochrome P450 2C19 (human) activation. recombinant CYP2C19, luciferin-H EGE luminescence; stronger effect = higher value; 0 = fully inhibited enzyme, 1 = untreated enzyme. activation factor at 5 µM. 96,000 tested, under 10 active. AID 1025;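 active = activation factor of at least 2 at 5 µM in the primary screen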;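 also: 0 = wells with 2.5 mM tranylcypromine and 1 = vehicle-only wells; values of inactives mirror those of a sister screen read the other way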
* marks the source's active call; other numbers are inactive results; x = not tested or not shown.

SMILES | CYP2C9 inh | DAT uptake mod | CYP2C19 inhib | Candida biofilm | VCAM1 TNFa inh | CYP2C9 activ | TNFa cytotox | IL1B cytotox | CYP2C19 activ
O=C1C=C(NCC2CCCO2)C2(CCCCC2)O1 (stereo unspecified) | -7.2 | -0.0389 | -7.8 | x | 10.8 | 1.1 | -43.7 | 2.8 | 1.1
COc1cc(OC)c(C(=O)Nc2cccc(C(C)=O)c2)cc1OC | 58.8* | 0.678 | 32.9 | -0.7 | -17.7 | 0.4 | -40.3 | -2.5 | 0.7
Cc1nn(C)cc1CNC(=O)c1cc2n(n1)C(C(F)(F)F)CC(c1cccs1)N2 (stereo unspecified) | -8.7 | 1.2 | -10.6 | 3.4 | 6.4 | 1.1 | -21.6 | -2.5 | 1.1
CCOC(=O)c1sc(NC(=O)CCN2CCOCC2)c(C(=O)OCC)c1C | 40.4 | 0.913 | 35.2 | 7.8 | 1.2 | 0.6 | -5.2 | -13.8 | 0.6
Cc1ccccc1Cn1ccc(NC(=O)CCSc2nc(-c3ccco3)cc(C(F)(F)F)n2)n1 | 85.3* | 0.141 | 78.8* | 10.1 | -0.1 | 0.1 | -4.5 | 4.2 | 0.2
CC1CC(C)CN(S(=O)(=O)c2ccc3c(c2)oc(=O)n3CC(=O)N2CCOCC2)C1 (stereo unspecified) | 4.0 | -1.03 | 5.0 | 7.2 | -11.7 | 1 | -11.0 | 11.7 | 0.9
CNc1nc2c(C)cccn2c(=O)c1C=NCc1ccccc1 | -40.6 | x | 1.4 | 4.9 | 3.4 | 1.4 | -6.0 | -15.8 | 1
Cc1c(Cl)cnc(NC(=O)COC(=O)CCS(=O)(=O)c2ccccc2)c1Cl | 4.9 | -0.00924 | 11.7 | 6.2 | 15.7 | 1 | 4.0 | 21.8 | 0.9
O=C(COc1ccc2ccccc2c1)Nc1ccc(S(=O)(=O)N2CCCCCC2)cc1 | x | 0.0664 | x | 4.2 | -4.1 | x | -36.1 | -58.8 | x
COc1ccc(-c2cc(C(=O)Nc3ccccc3SC)no2)cc1 | -26.9 | -0.0371 | 0.9 | 4.3 | -1.4 | 1.3 | -3.5 | 6.2 | 1
CN(Cc1ccccc1)S(=O)(=O)c1ccc(S(=O)(=O)N2CCN(CCC#N)CC2)cc1 | x | x | x | 5.5 | 14.1 | x | -10.9 | -25.5 | x
CN(C)C(=O)c1ccc(Oc2ccc(C(=O)N(C)C)cc2)cc1 | -12.4 | 0.0415 | -18.1 | 6.2 | 7.9 | 1.1 | -35.9 | -22.1 | 1.2
O=C(Cn1nnc(-c2ccccc2Cl)n1)N1CCN(S(=O)(=O)c2ccc(Cl)cc2)CC1 | 11.3 | 0.0734 | 12.0 | 7.3 | -15.3 | 0.9 | 0.0 | -3.3 | 0.9
CCOC(=O)C1CCN(C(=O)CN2C(=O)C(CC)Oc3ccccc32)CC1 (stereo unspecified) | -3.7 | 0.252 | 28.0 | 9.1 | x | 1 | x | x | 0.7
CC(=O)CC(=O)NC1C2CC3CC(C2)CC1C3 (stereo unspecified) | -8.0 | 0.17 | 5.2 | 6.0 | -12.3 | 1.1 | -12.0 | 5.8 | 0.9
CCCC(c1nnnn1C1CCCCC1)N1CCN(C2CCCC2)CC1 (stereo unspecified) | 0.4 | -0.353 | 71.5* | 4.7 | x | 1 | x | x | 0.3
COc1ccc(OC)c2c1sc(=NC(=O)CN1C(=O)CCC1=O)n2C | 2.3 | 0.00481 | 11.6 | -7.5 | x | 1 | x | x | 0.9
O=S(=O)(c1cccs1)N1CCN(CC(O)COc2cc(Cl)ccc2Cl)CC1 (stereo unspecified) | 34.6 | -0.874 | 45.7 | 6.6 | 6.4 | 0.7 | -24.4 | 7.3 | 0.5
COc1ccc(OC)c(C(c2nnnn2CCc2ccccc2)N2CCN(c3ccccc3)CC2)c1 (stereo unspecified) | 44.2 | -0.241 | 41.4 | x | -10.0 | 0.6 | -25.1 | 4.5 | 0.6
Cc1cc(C)n(-c2ccc(C(=O)NCc3cccs3)cc2)n1 | -33.0 | 0.664 | -2.4 | -0.2 | 0.5 | 1.3 | -5.9 | 39.1 | 1
O=c1[nH]c(CN2CCN(Cc3ccc4c(c3)OCO4)CC2)nc2ccccc12 | x | -0.225 | x | x | 21.4 | x | -5.3 | -61.2 | x
CCOC(=O)N1CCC(NC(=O)CC(NS(=O)(=O)c2ccc(Cl)cc2)c2ccco2)CC1 (stereo unspecified) | 53.8* | x | 59.7* | 11.4 | x | 0.5 | x | x | 0.4
CCCS(=O)(=O)N1CCC(C(=O)N2CCC(Cc3ccccc3)CC2)CC1 | 7.3 | 0.516 | 25.1 | 10.9 | 0.2 | 0.9 | -24.8 | -4.6 | 0.7
COCc1cc(=O)n2[nH]c(C(F)(F)F)nc2n1 | -5.2 | 0.406 | -3.8 | 7.2 | 13.3 | 1.1 | 15.0 | -28.6 | 1
CC(=O)n1nc(-c2cccc(C)c2)nc1SCC(=O)Nc1ccccc1 | 60.6* | -1 | 55.2* | x | 7.0 | 0.4 | -10.9 | -12.6 | 0.4
O=C(Nc1c(C(=O)O)[nH]c2ccccc12)NC1CCCCC1 | -7.7 | -2.06* | -5.1 | 7.9 | 13.3 | 1.1 | -27.8 | -21.5 | 1.1
COc1ccc(OC)c(C2CC(c3c(-c4ccccc4)c4cc(Cl)ccc4[nH]c3=O)=NN2S(C)(=O)=O)c1 (stereo unspecified) | 14.0 | x | -4.2 | x | 3.0 | 0.9 | -1.7 | 7.2 | 1
O=C(NC1CCN(Cc2nnnn2CCc2ccccc2)CC1)c1ccccc1F | 15.5 | -1.37 | -5.6 | 10.0 | 9.3 | 0.8 | x | -19.7 | 1.1
Cc1cc(C)n(CC(O)COc2cccc(OCC(O)Cn3nc(C)cc3C)c2)n1 (stereo unspecified) | 28.6 | 0.328 | 48.3 | 6.9 | 18.4 | 0.7 | -25.9 | 1.1 | 0.5
CCn1c(Cn2nnc(-c3ccccc3)n2)nnc1SCc1ccc(Cl)c(Cl)c1 | 38.5 | 0.832 | 14.6 | -2.8 | -3.0 | 0.6 | -17.6 | -3.0 | 0.9
O=C(NCc1ccco1)c1cc2ccccc2o1 | -12.5 | 0.243 | 6.3 | 4.1 | -23.5 | 1.1 | -52.9 | -29.2 | 0.9
COc1cc(/C=C2/C(=O)N=C(N)N2C)cc(OC)c1OC | 5.1 | -0.623 | 6.7 | 6.4 | 3.2 | 0.9 | 3.9 | 0.3 | 0.9
O=C(CCc1nc(-c2ccccc2)no1)NC1CCCCC1 | 33.1 | -0.16 | -2.9 | 5.8 | -3.3 | 0.7 | -22.6 | 3.8 | 1
C=CCSC1=N/C(=C\c2ccsc2)C(=O)S1 | 12.1 | -0.914 | 2.4 | 10.6 | 12.3 | 0.9 | -20.7 | -8.8 | 1
O=C(OCN1C(=O)c2ccccc2C1=O)c1ccccc1 | -61.1 | -0.952 | 68.1* | 6.6 | -34.2 | 1.6 | 1.3 | 25.3 | 0.3
CC1CCOC2(O1)C(=O)N(CN1CCN(c3ccccc3F)CC1)c1ccccc12 (stereo unspecified) | -16.1 | x | 0.0 | 3.3 | -15.1 | 1.2 | -22.9 | -37.0 | 1
CCOCCN1CCN(c2c(CC)c(C)nc3cc(-c4cc(OC)cc(OC)c4)nn23)CC1 | x | 1.97* | x | 4.0 | 11.8 | x | -4.8 | -2.5 | x
CCCCC(CC)CNC(=O)C1C2C=CC(C2)C1C(=O)O (stereo unspecified) | 5.0 | -0.691 | 4.8 | -1.8 | 4.3 | 0.9 | 39.1 | 6.4 | 1
Fc1ccc(/C=N/c2c(-c3ccc(F)cc3)nc3n2CCS3)cc1 | 19.0 | -0.615 | 10.7 | 6.5 | 13.5 | 0.8 | -28.7 | -13.9 | 0.9
Cc1noc(C)c1C(=O)Nc1nc(C23CC4CC(CC(C4)C2)C3)cs1 | 0.8 | -1.33 | 6.1 | 5.4 | 14.1 | 1 | -15.1 | -19.5 | 0.9
O=C1CC(c2ccccc2)=Nc2ccccc2N1 | 2.3 | 0.579 | 18.6 | 0.8 | 23.5 | 1 | -12.2 | 13.9 | 0.8
COc1ccc(C(=O)COC(=O)c2ccco2)cc1 | 40.2 | -1.1 | 47.6 | 0.7 | 4.1 | 0.6 | 0.9 | -23.8 | 0.5
CN(C)S(=O)(=O)N1CCN(S(=O)(=O)c2ccccc2)CC1 | 58.1* | -0.517 | 79.6* | 10.6 | 51.6 | 0.4 | 54.7 | -41.3 | 0.2
CCOC(=O)C1(Nc2nccs2)Sc2ccccc2NC1=O (stereo unspecified) | 35.7 | 1.69 | 64.2* | 1.8 | -4.7 | 0.6 | -1.6 | -7.2 | 0.4
CCOC(=O)c1sc(NC(=O)CSc2ncn[nH]2)c(C#N)c1C | 81.8* | 0.00729 | 79.3* | 9.4 | 14.1 | 0.2 | -15.2 | -18.6 | 0.2
Cc1[nH]c(=O)[nH]c(=O)c1/C=N/NC(=O)[C@H](CC(C)C)NC(=O)OC(C)(C)C | 11.1 | x | -7.7 | x | 11.3 | 0.9 | -18.4 | -10.6 | 1.1
CCCc1nnc(SCCSc2nnc(CCC)n2N)n1N | -5.8 | 1.34 | -0.8 | 3.6 | 5.0 | 1.1 | -2.1 | 24.5 | 1
Cc1ccc(Cn2cccc(-c3nc4ccccc4s3)c2=O)cc1 | -2.6 | 0.545 | -8.9 | x | 11.1 | 1 | -14.2 | -7.6 | 1.1
Cc1nc2ccc(S(=O)(=O)NCC(=O)O)cc2s1 | -5.2 | 0.0606 | -10.3 | x | x | 1.1 | x | -13.5 | 1.1
CCCCNCCCOc1cc(Cl)ccc1Cl | 26.4 | x | 11.0 | 4.5 | -4.0 | 0.7 | -13.6 | 17.7 | 0.9
CCOC(=O)c1c(C)n(CCO)c2ccc(O)cc12 | -9.7 | -0.0985 | 13.8 | 3.2 | -19.4 | 1.1 | 20.0 | 23.2 | 0.9
C/C(=N\NC(=O)C1CCCN(S(=O)(=O)c2ccccc2)C1)c1ccncc1 (stereo unspecified) | 68.6* | -0.264 | 48.8 | x | 5.3 | 0.3 | 5.2 | 4.5 | 0.5
O=C(O)c1nn(-c2ccccc2)ccc1=O | 1.2 | -1.89 | -2.1 | x | 16.1 | 1 | -4.3 | -54.0 | 1
Cc1nn(-c2cc(N3CCOCC3)ccc2N)c(=O)c2ccccc12 | -21.2 | 0.141 | -19.8 | x | 5.7 | 1.2 | -14.4 | -9.7 | 1.2
Cc1oc(-c2ccc(Cl)cc2)nc1CN1CCC(C(=O)NCc2ccco2)CC1 | -34.5 | 0.127 | -7.2 | -4.0 | 8.2 | 1.3 | -18.2 | -10.9 | 1.1
CCCCNC(=O)Nc1ccccc1C(=O)Nc1ccc(OC)cc1 | 2.2 | 0.541 | 9.2 | -0.9 | -27.5 | 1 | 0.4 | 0.5 | 0.9

2 compounds drawn at random from the list so far:
SMILES | CYP2C9 inh | DAT uptake mod | CYP2C19 inhib | Candida biofilm | VCAM1 TNFa inh | CYP2C9 activ | TNFa cytotox | IL1B cytotox | CYP2C19 activ
Cc1nn(-c2cc(N3CCOCC3)ccc2N)c(=O)c2ccccc12 | -21.2 | 0.141 | -19.8 | x | 5.7 | 1.2 | -14.4 | -9.7 | 1.2
CCOC(=O)c1c(C)n(CCO)c2ccc(O)cc12 | -9.7 | -0.0985 | 13.8 | 3.2 | -19.4 | 1.1 | 20.0 | 23.2 | 0.9

This is a random part of the collection; about 29% have a hit in one of these screens.
